NPC1 promoter act: activators of NPC1 promoter; Huh7 NPC1 promoter luciferase reporter, 24 h; Potency, µM (doses to about 9.22 µM), without a hit: top-dose activation, most hits filed as activators; 2.4% of 320,000 active;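 further: potency means the concentration at half of the fitted maximal effect; % of control where 0% means no effect; nearly all actives have a fitted effect of over 60% in size; reporter is driven by a mutant NPC1 promoter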
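Compounds in DMSO were transferred onto Huh7 NPC1-luciferase reporter cells pre-incubated 2 h; after 24 h at 37 °C, Amplite reagent was dispensed and luminescence recorded 10 min later.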
ELG1 genotoxic: genotoxicity induction in ELG1-luciferase HEK293T cells; Potency, µM (top dose mostly 46 µM), for the others: at the highest dose activity change, positive = activation, most hits filed as activators; 1.3% of 330,000 active; HEK293T ELG1-luciferase reporter, luminescence, 16 h; further: potency means the concentration at half of the fitted maximal effect; % of control where 0% means no effect; nearly all actives have a fitted effect of over 60% in size
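Reporter readout depends on ELG1 protein level, which increases with genetic stress. After 16 hr compound exposure at 37 °C, luciferase activity was quantified using ONE-Glo.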
ELG1 repair inh: blocks ELG1-dependent DNA repair in HEK293T cells. 2.3% of 330,000 active. Potency, µM (top dose mostly 46.1 µM), for inactives: at the highest dose activity change, negative = inhibition, actives largely listed as inhibitors. HEK293T ELG1-luciferase reporter, luminescence, 16 h; DNA damage induced by 5-fluorouridine; further: potency means the concentration at half of the fitted maximal effect; on the % scale 0 is the no-effect control and ±100 the full control effect; nearly all actives have a fitted effect of over 55% in size
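Step one: seed 2,000 cells per well. Step two: pin-transfer compound or DMSO alongside 5-fluorouridine. Step three: incubate 16 hr, 37 °C, 5% CO2. Step four: add ONE-Glo, wait 30 min, read luminescence.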
BRCA1 expr act: BRCA1 expression activation. MCF7-BRCA1-FFLuc reporter, luminescence, 48 h; response scale: scaled: vehicle 0%, 10 µM genistein 100%. Potency, µM (doses to about 46.1 µM), inactives show top-dose activation, usual class: activators. 1.1% of 380,000 active; further: potency means the concentration at half of the fitted maximal effect; nearly all actives have a fitted effect of over 80% in size; some results filed as inactive show a strong effect at the top dose
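MCF7-BRCA1-FFLuc, 2000 cells/well; 2 h attach, 37 °C/5% CO2; compound 48 h; luciferase substrate 15 min; luminescence end-point. Norm. to genistein 10 microM max activation and DMSO; concentration-response curves fitted.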
Tb PFK block: blocks T. brucei phosphofructokinase; AID 485367; T. brucei PFK, ADP-Glo luminescence; 0.17% of 330,000 active; Potency, µM (titrated, usually from 57.5 µM), for inactives: at the highest dose activity, negative = inhibition, actives largely listed as inhibitors; O15648;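 further: potency means the concentration at half of the fitted maximal effect; 0% = uninhibited 1x PFK enzyme wells and -100% = no-enzyme wells; nearly all actives have a fitted effect of over 60% in size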
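Activity is normalized to no-enzyme wells (full inhibition) and 1.25 nM enzyme wells (no inhibition). Reaction: 0.5 mM F6P, 0.1 mM ATP, 45 min RT, ADP-Glo luminescence; concentration-response curves fitted and classed by quality.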
TRPV1 ag: agonists of human vanilloid receptor 1 (TRPV1) | 0.19% of 320,000 active | TRPV1-expressing cells, Fluo-8 calcium influx, agonist mode | Q8NER1 | activation, % at 8.33 µM; in the data active means activation above about 80%; inconclusive means between about 30% and that limit; further: 0% is about no effect
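Fluo-8 calcium influx in TRPV1-expressing cells, kinetic read (ex 480/em 520 nm). Compound added and read 3 min for agonist activity, followed by capsaicin at EC20 final and 2 min further read for enhancement.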
p53 reactivation: re-activators of mutant p53; H1299 p53-A138V BP100-luciferase reporter, luminescence, 24 h; Potency, µM (doses to about 92.2 µM), inactives show at the highest dose activity change, positive = activation, most hits filed as activators; 0.063% of 320,000 active; further: potency means the concentration at half of the fitted maximal effect; % of control where 0% means no effect; nearly all actives have a fitted effect of over 45% in size
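p53-null H1299 cells stably carrying temperature-sensitive p53-A138V and a BP100-luciferase reporter were pinned with compounds (4-point, 1:5 series) and held 24 hrs at 37 deg C. Luminescence was read 10 min after detection reagent.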
Rab9 prom act: activators of Rab9 promoter; Huh7 Rab9 promoter-luciferase reporter, luminescence, 24 h; Potency, µM (series often up to 9.22 µM), for inactives: at the top dose activation, negative = inhibition, most hits filed as activators; 2.8% of 320,000 active; further: potency means the concentration at half of the fitted maximal effect; % of control where 0% means no effect; nearly all actives have a fitted effect of over 60% in size
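Luminescence from Amplite-detected luciferase (10 minutes, ambient) reports Rab9 promoter activation. Before that, stable Rab9-luciferase Huh7 cells (1500/well, reduced-serum OP-MEM I plus 10% FBS) were exposed to compound for 24 hours at 37C.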
FLuc modulator: counter-screen for miR-21 project: firefly luciferase inhibitors or activators | purified FLuc, Km substrates, luminescence inhibition | Potency, µM (series often up to 57.5 µM), inactives show at the highest dose activity change, negative = inhibition, most hits filed as inhibitors | AID 588342 | P08659 | 6.9% of 360,000 active;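 further: potency means the concentration at half of the fitted maximal effect; plate controls were vehicle for no effect and reference inhibitor for full effect; nearly all actives have a fitted effect of over 55% in size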
Target sequence (P08659 whole entry, looked up): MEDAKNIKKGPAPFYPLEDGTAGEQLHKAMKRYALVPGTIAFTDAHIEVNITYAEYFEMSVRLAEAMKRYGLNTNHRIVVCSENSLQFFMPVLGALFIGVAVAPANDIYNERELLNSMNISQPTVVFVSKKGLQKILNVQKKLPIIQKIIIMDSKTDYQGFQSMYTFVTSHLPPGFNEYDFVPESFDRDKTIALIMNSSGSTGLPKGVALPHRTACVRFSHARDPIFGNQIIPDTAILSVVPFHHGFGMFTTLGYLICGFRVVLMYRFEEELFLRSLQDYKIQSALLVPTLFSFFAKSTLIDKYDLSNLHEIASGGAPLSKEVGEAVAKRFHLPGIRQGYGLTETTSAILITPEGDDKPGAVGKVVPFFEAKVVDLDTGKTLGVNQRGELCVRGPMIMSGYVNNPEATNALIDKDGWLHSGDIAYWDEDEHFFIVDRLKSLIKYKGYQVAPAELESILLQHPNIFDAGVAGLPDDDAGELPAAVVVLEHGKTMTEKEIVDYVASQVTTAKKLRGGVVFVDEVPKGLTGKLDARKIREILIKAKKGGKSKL
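Purified P. pyralis luciferase, 10 nM final, with Km-level 10 uM D-luciferin and 10 uM ATP in 50 mM Tris acetate pH 7.5, 10 mM Mg acetate, 0.01% Tween-20, 0.05% BSA; 6-point qHTS titration about 60 µM downward; luminescence read.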
RORgamma inh: ROR gamma (mouse) transcription inhibition | P51450 | Drosophila S2 Gal4-RORgamma UAS-luciferase reporter, 20 h | Potency, µM (doses to about 53.6 µM), without a hit: top-dose activity change, negative = inhibition, most hits filed as inhibitors | 5.4% of 310,000 active | AID 2551; further: potency means the concentration at half of the fitted maximal effect; on the % scale 0 is the no-effect control and ±100 the full control effect; nearly all actives have a fitted effect of over 60% in size
Target sequence (P51450 whole entry, looked up, the tested form may be a part): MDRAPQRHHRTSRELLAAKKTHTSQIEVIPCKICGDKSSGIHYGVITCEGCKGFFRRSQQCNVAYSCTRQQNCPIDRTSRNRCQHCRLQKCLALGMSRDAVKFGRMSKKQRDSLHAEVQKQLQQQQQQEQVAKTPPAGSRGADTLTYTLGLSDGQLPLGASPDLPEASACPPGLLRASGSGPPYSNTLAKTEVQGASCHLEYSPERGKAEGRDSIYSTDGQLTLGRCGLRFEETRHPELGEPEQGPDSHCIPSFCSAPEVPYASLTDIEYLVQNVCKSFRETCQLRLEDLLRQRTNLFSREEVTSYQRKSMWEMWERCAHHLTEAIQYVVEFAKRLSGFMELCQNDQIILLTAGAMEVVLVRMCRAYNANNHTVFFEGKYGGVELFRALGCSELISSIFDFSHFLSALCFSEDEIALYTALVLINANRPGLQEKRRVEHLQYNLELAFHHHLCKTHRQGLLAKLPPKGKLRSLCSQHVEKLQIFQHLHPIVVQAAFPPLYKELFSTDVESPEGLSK
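Read-out: Photinus luciferase luminescence; inhibitors lower reporter signal. Insect Schneider cells with Gal4-ROR gamma fusion under metallothionein promoter, UAS reporter; 700 uM final copper sulfate induction, 20 hr, ambient temperature.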
Gal4-VP16 FLuc: Gal4-VP16 reporter inhibition counter-screen. Drosophila S2 Gal4-VP16 UAS-luciferase, luminescence, 20 h. Potency, µM (series often up to 53.6 µM), without a hit: top-dose activity, negative = inhibition, actives largely listed as inhibitors. 3.5% of 310,000 active. AID 2546;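 further: Gal4-VP16 expression switched on by copper sulfate through the metallothionein promoter; potency means the concentration at half of the fitted maximal effect; on the % scale 0 is the no-effect control and ±100 the full control effect; nearly all actives have a fitted effect of over 50% in size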
* hit, by the source's call; ? = inconclusive; . = no result given; & = joins results of further samples; [ ] = another dose, or the depositor's remark. Unless noted, the call rests on the fitted dose curve; in most records, active means well fitted curve in the direction sought with a large enough effect; inconclusive means small, poorly fitted or top-dose-only effect, or another doubt; inactive means no such curve, though single readings can be large; an effect the other way counts as inactive or inconclusive.

| SMILES | NPC1 promoter act | ELG1 genotoxic | ELG1 repair inh | BRCA1 expr act | Tb PFK block | TRPV1 ag | p53 reactivation | Rab9 prom act | FLuc modulator | RORgamma inh | Gal4-VP16 FLuc |
| --- | --- | --- | --- | --- | --- | --- | --- | --- | --- | --- | --- |
| Cc1ccccc1OCC(=O)N/N=C/c1ccc2c(c1)OCCO2 | 1.2% | 3.6% | 5.7% | 5.0% | -2.7% | -3.8 | ? | -0.7% | 26.9µM* | -37.2% | ? |
| Cc1ccc(-c2nc(CN(C)C(C3CC3)C3CC3)c(C)o2)cc1 | 12.4% | 6.5% | ? | -0.7% | -0.6% | -5.5 | 2.8% | 14.9% | -8.7% | -33.5% | ? |
| O=C(NCC(=O)N(c1ccccc1)C(C(=O)NCC1CCCO1)c1ccccc1)c1ccco1 (configuration not stated) | -0.8% | -0.3% | 2.2% | 2.0% | 0.4% | 2.4 | 0.3% | -5.1% | 0.0% | -14.1% | 4.4% |
| COc1ccc(NC(=S)NCc2cccnc2)cc1OC | -4.4% | -3.5% | 1.1% | 5.4% | -0.7% | -1.3 | 11.3% | 0.1% | 0.8% | 1.3% | 3.0% |
| N=c1c(C(=O)NCC2CCCO2)cc2c(=O)n3ccccc3nc2n1Cc1ccccc1 (configuration not stated) | 0.5% | -2.3% | -15.2% | 0.7% | -3.5% | ? | 12.1% | 4.6% | -1.8% | -34.1% | -1.5% |
| O=C(CSc1nc(-c2ccco2)cc(C(F)(F)F)n1)NN1CCOCC1 | -0.8% | -2.5% | 3.1% | -2.5% | 0.6% | 0.2 | -3.2% | -3.0% | 0.7% | 6.8% | -2.6% |
| Cc1ccsc1/C=C/c1n[nH]c(=O)c(C#N)c1C | -0.2% | 5.2% | 19.1% | -11.4% | -6.6% | 5.2 | 2.3% | -1.9% | 0.2% | -23.0% | -18.1% |
| c1ccc(-c2cc3c(-n4cccc4)ncnc3o2)cc1 | ? | 0.4% | 1.3% | -64.4% | 7.2% | ? | 18.1% | 28.9% | ? | 0.0% | 0.3% |
| COc1ccccc1-c1nc(-c2ccncc2)no1 | 2µM* | ? | ? | ? | -2.5% | -1.9 | 14.4% | 2µM* | 6.75µM* | ? | -11.9% |
| Cc1cccc(NC(=O)Cn2c(=O)n(CCC(=O)NC3CCCC3)c(=O)c3ccccc32)c1 | 0.2% | 8.6% | -5.9% | -16.0% | -0.5% | 0.1 | -2.1% | -4.5% | 3.7% | -8.0% | 4.4% |
| CCn1c(-c2ccco2)nc2ccccc21 | 22.5% | 28.4% | ? | 42.4% | -15.1% | -4.6 | ? | 18.2% | 19µM* | 0.0%[0.365 µM] | . |
| COc1ccc(NC(=O)C2CCN(c3ncnc4c3nc3n4CCCCC3)CC2)cc1Cl | -3.5% | -0.8% | 1.83µM* | -19.5% | -4.3% | ? | -4.6% | -5.1% | -3.5% | -9.3% | -25.0% |
| Cc1ccc(S(=O)(=O)NCCC(=O)NCc2ccco2)cc1 | -1.2% | 1.1% | 6.6% | -10.3% | -1.8% | -2.3 | 4.1% | -2.0% | -0.4% | -1.4% | 4.5% |
| O=c1cc(N2CCN(Cc3ccccc3)CC2)[nH]c(=O)n1-c1ccc(Br)cc1 | 1.3% | 3.5% | -11.3% | -5.0% | -1.7% | 2.2 | -1.6% | 5.7% | -0.2% | -12.3% | 1.2% |
| CCN(CC)CCN(C(=O)CCS(=O)(=O)c1ccccc1)c1nc2cc3c(cc2s1)OCO3 | 1.0% | 4.0% | -2.2% | 12.5% | -0.9% | -1.8 | 19.5% | 4.4% | 2.7% | ? | ? |
| CCCCNc1nc2c(-c3ccccc3)nnn2c2ccccc12 | 8.1% | 0.6% | 8.8% | -29.2% | -6.5% | . | 0.1% | 4.6% | -0.6% | ? | -18.8% |
| CC(C)CCNC(=O)NC(=O)CSc1nnc(COc2ccccc2Cl)o1 | -1.0% | -0.3% | 6.0% | 28.0% | -7.7% | -16.4 | -9.4% | 1.7%[1.84 µM] | -13.1% | -19.7% | -26.1% |
| CCN(C[C@H]1N[C@@](Cc2ccccc2)(C(=O)OC)[C@H]2C(=O)N(Cc3ccccc3)C(=O)[C@@H]12)S(=O)(=O)c1ccc(C)cc1 | . | -10.3% | ? | -20.1% | 1.1% | . | -4.9% | . | . | . | . |
| Cc1ccccc1NS(=O)(=O)c1ccc2c(c1)NC(=O)CCS2 | -11.5% | -2.4% | 0.7% | -31.9%&-25.0% | 1.2% | 13.6 | -2.5% | 3.9% | 3.5%&-9.8% | 39.5% | -2.7% |
| Cc1ccccc1Cn1cc(NC(=O)c2noc(C(C)C)c2[N+](=O)[O-])cn1 | 1.7% | -0.8% | 17.4% | -6.7% | 0.5% | 1.6 | 8.5% | -5.9% | -9.8% | 16.0% | 20.8% |
| C=C1C(C(=O)Nc2cccc(OC)c2)C1C(=O)Nc1cccc(OC)c1 (configuration not stated) | -1.5% | -2.3% | -0.5% | -15.0% | -9.5% | 3.4 | -4.0% | -1.8% | -2.6% | 2.3% | 6.1% |
| Cc1ccc(NC(=O)C(C)c2cccc(C(=O)c3ccccc3)c2)cc1O (configuration not stated) | -11.6% | 14.5% | -14.6% | -47.5% | -0.1% | ? | 5.3% | -21.6% | -14.6% | -39.1% | ? |
| COc1ccc(C2(CNC(=O)c3ccc(Br)o3)CCOCC2)cc1 | 1.7% | -1.0% | ? | -23.9% | -0.2% | 1.8 | -3.9% | -1.0% | 0.0% | 0.8% | 2.7% |
| COc1ccc(F)cc1S(=O)(=O)NCCN1CCOCC1 | -5.0% | -4.5% | 9.9% | -4.1% | 7.3% | 3.8 | . | 6.8% | 3.8% | . | . |
| COc1ccc(OC)c(S(=O)(=O)NC2CCSc3ccccc32)c1 (configuration not stated) | -4.7% | 1.8% | 0.8% | -1.0% | -1.8% | 6.6 | 1.2% | 19.3% | 0.6% | 1.6% | -2.6% |
| CN(C)S(=O)(=O)c1ccc(N2CCCC2)c(C(=O)NNC(=O)c2ccc(F)cc2)c1 | 0.6% | 0.8% | -25.9% | 0.4% | -1.0% | -4.0 | -12.4% | 2.1% | -0.7% | . | . |
| Cc1ccc(C)c(C(=O)CCC(=O)NNC(=O)Cn2nc(C)cc2C)c1 | -5.3% | -2.8% | 3.4% | -7.5% | -5.4% | -0.3 | -3.3% | -8.7% | 2.9% | . | . |
| COc1ccc(NC(=O)C2CCCN(S(=O)(=O)c3ccc4c(c3)oc(=O)n4C)C2)cc1OC (configuration not stated) | -1.4% | -0.3% | 2.1% | 0.0% | -0.8% | -2.5 | 4.3% | 3.2% | 2.3% | 13.6% | -0.9% |
| Cc1ccc(COc2cccc3c2CCN(Cc2ccc(F)cc2)C3=O)cc1 | -8.4% | 8.2% | ? | -42.7% | 0.0% | ? | 6.1% | -9.8% | -3.8% | ? | ? |
| CNS(=O)(=O)c1cc(S(=O)(=O)NC)c2cccc3c2c1NC3=O | -2.9% | -1.6% | ? | 0.5% | -6.9% | -2.5 | -69.4%[inhibitor] | -0.3% | 4.5% | 12.1% | -4.3% |
| Cc1cccc(NC(=O)c2ccccc2OCC(=O)c2ccccc2)c1 | 27.4% | -0.2% | -10.4% | -7.1% | -8.6% | 0.4 | 0.0% | -3.1% | -18.7% | -0.1% | 13.8% |
| Cc1cccc(N2C(=O)CC(NNc3nc4ccccc4s3)C2=O)c1 (configuration not stated) | -0.4% | 1.7% | 1.1% | -6.7% | -4.0% | 25.7 | -5.6% | -0.4% | -3.0% | ? | -10.0% |
| Cc1ccc(N(CC(=O)N2CCCC2)S(C)(=O)=O)cc1C | 1.9% | -4.3% | -6.7% | -6.8% | 2.3% | -4.7 | -2.2% | -0.2% | 3.4% | -36.8% | -2.8% |
| Cc1cc(C(=O)OCC(=O)N2CCN(c3ccccc3)CC2)c2ccccc2n1 | 2.6% | -0.9% | ? | -1.1% | -5.9% | 0.8 | -2.3% | 12.2% | ? | 1.4% | 0.3% |
| Cc1ccc(C(=O)O)cc1S(=O)(=O)N1CCSCC1 | 1.6% | 1.9% | 3.9% | 2.8% | -1.2% | -1.1 | -11.2% | -5.3% | 2.5% | -3.4% | 1.5% |
| O=C(Nc1ccc(NC(=O)C2CC2)cn1)c1ccccc1 | 0.316µM* | ? | ? | ? | -7.9% | -0.7 | 16.6% | 0.355µM* | 2.69µM* | 12.6µM* | 0.1µM* |

From PubChem BioAssay
